Giardia kill: kills Giardia lamblia. Giardia lamblia trophozoite viability. activity change, % at 7.66 µM, hits read low. 340,000 compounds, 0.15% hits; in the data active = activity change below about -80%; inconclusive = between about -30% and that limit;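 also: parasites exposed to compound for two days anaerobically before the ATP read; % is scaled to controls: 0 for no effect and ±100 for the full control effect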
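Each well holds 100 Giardia trophozoites and compound. After two days (48 hrs) at 37 deg C in anaerobic conditions, ATP is quantified by luminescence.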
TSHR antag: human thyrotropin receptor antagonism; 330,000 compounds, 0.2% hits; activity change, negative = inhibition, % at 11.5 µM; P16473; TSHR-expressing cells, TSH-stimulated cAMP HTRF, 2 h; hits give low values;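 active = activity change below a set negative limit, meaning inhibition stronger than a set level, cut at about -70% in these data; inconclusive = activity change between two set negative limits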; also: % is scaled to controls: 0 for no effect and ±100 for the full control effect
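Competitive HTRF cAMP read-out (cryptate anti-cAMP antibody, cAMP-d2; 30 min, room temperature) in freshly harvested TSHR cells. Compounds added before TSH at EC80 (4nM final), followed by 2 hours' incubation at 37 deg C.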
A-T KAP1 phos: candidate therapy for ataxia-telangiectasia. AID 485349. 320,000 compounds, 0.19% hits. […] A-T fibroblasts, KAP-1 phosphorylation AlphaLISA; neocarzinostatin DNA damage 30 min before lysis. Potency, µM (top dose mostly 57.5 µM), inactives show at the highest dose activation, most hits filed as activators; also: potency is read from the fitted curve at half-maximal effect; % of control where 0% means no effect; nearly all actives have a fitted effect of over 45% in size
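ATM-like activity read as KAP-1 phosphorylation via AlphaLISA donor/acceptor antibody pairs after lysis and 6 hr at 25C. Cells were ATM-null patient fibroblasts ([…], hTERT), dosed 60 min, then exposed to the DSB inducer NCS for 30 min.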
MLL CXXC-DNA inh: MLL CXXC-DNA interaction inhibition; Q03164; MLL-CXXC / FITC-HOXA9 DNA fluorescence polarization; Potency, µM (highest dose often 115 µM), for inactives: at the highest dose activity change, negative = inhibition, hits mostly inhibitors; 290,000 compounds, 0.037% hits; AID 2662; active = well fitted inhibition curve with a large enough effect in the polarisation, with a control signal flat, not every such curve was filed as active; inconclusive = small, poorly fitted or top-dose-only effect, or effect the other way, or a change in a side signal; inactive = no such curve, though single readings can be large or run the other way; the % refers to the polarisation; also: potency is read from the fitted curve at half-maximal effect
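Fluorescence polarization: 7 uM MLL-CXXC (stock) preincubated 5 min with compounds, then 50 nM fluorescein-HOX-A9 DNA (stock) added; 30 min ambient. Buffer 50 mM Tris-HCl pH 7.5, 50 mM NaCl, 1 mM DTT, 0.05% BSA.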
TCR activator: activates T cell receptor signaling. primary human leukocytes, anti-CD3, IL-2 HTRF, 48 h. Potency, µM (highest dose often 9.22 µM), for the others: top-dose activation of IL-2 secretion, most hits filed as activators. 330,000 tested, under 10 active. AID 504894; also: % of control where 0% means no effect
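1) Mix primary human leukocytes, a-CD3 beads and compound. 2) Incubate 48 hr. 3) Add HTRF IL-2 reagents (a-IL-2-K, a-IL-2-d2).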
FBPA coupling cs: coupling enzyme interference in Giardia aldolase counter-screen; coupling enzyme system counterscreen, AmpLite Red fluorescence; 290,000 compounds, 0.67% hits; activity change, negative = inhibition, % at 58.2 µM, hits read low; in the data active = activity change below about -30%; also: % is scaled to controls: 0 for no effect and ±100 for the full control effect
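Activity here indicates interference with the coupling reaction, not aldolase inhibition. Compounds at 57.5 uM final met coupling enzymes for 10 min at RT; substrate and AmpLite Red detection followed, with a 525/598 nm fluorescence read after 20 min.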
GALK inh: blocks human galactokinase activity; Purified GALK, Kinase-Glo residual ATP luminescence; Potency, µM (series often up to 57.5 µM), inactives show top-dose activity change, negative = inhibition, usual class: inhibitors; 270,000 compounds, 0.007% hits; P51570; also: potency is read from the fitted curve at half-maximal effect; % is scaled to controls: 0 for no effect and ±100 for the full control effect
Target sequence (P51570 whole entry, looked up): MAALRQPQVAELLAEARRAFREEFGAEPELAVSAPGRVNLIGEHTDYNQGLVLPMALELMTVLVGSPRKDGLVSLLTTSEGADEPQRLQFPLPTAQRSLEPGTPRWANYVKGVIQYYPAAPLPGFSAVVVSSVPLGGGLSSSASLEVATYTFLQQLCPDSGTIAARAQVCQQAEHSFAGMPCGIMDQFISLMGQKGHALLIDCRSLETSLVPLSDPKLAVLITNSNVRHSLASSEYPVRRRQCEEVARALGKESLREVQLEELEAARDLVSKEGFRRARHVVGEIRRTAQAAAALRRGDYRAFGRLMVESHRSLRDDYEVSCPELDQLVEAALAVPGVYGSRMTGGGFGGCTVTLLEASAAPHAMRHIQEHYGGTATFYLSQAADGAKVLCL
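GALK at 5 nM final was combined with compound, 35 uM ATP and 100 uM galactose in HEPES pH8.0 with MgCl2 and DTT. The reaction ran one hour at room temperature before luminescent ATP detection.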
Tb PFK block: blocks T. brucei phosphofructokinase | O15648 | T. brucei PFK, ADP-Glo luminescence | Potency, µM (titrated, usually from 57.5 µM), without a hit: at the top dose activity, negative = inhibition, hits mostly inhibitors | 330,000 compounds, 0.17% hits | AID 485367;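 also: potency is read from the fitted curve at half-maximal effect; 0% = uninhibited 1x PFK enzyme wells and -100% = no-enzyme wells; nearly all actives have a fitted effect of over 60% in size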
Target sequence (O15648 whole entry, looked up): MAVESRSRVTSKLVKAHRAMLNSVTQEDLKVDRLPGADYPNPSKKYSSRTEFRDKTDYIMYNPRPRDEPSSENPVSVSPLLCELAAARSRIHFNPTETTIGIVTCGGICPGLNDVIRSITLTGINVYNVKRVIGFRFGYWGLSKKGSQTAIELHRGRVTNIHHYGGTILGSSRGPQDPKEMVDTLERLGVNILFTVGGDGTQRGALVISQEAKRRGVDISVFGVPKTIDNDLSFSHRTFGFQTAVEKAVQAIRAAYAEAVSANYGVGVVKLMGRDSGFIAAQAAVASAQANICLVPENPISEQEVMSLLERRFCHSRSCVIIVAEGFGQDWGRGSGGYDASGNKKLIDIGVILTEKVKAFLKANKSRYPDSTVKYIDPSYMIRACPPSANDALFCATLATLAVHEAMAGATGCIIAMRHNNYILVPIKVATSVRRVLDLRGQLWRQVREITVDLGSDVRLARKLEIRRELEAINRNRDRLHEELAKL
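Luminescent ADP detection (ADP-Glo, two-step: ATP depletion then ADP-to-ATP conversion for luciferase) reported PFK activity after 45 min room-temperature reaction of 1.25 nM enzyme with 0.5 mM F6P and 0.1 mM ATP at pH 8.0.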
Chronic BCR inh: inhibitors of chronic active B-cell receptor signaling | ABC-DLBCL IkBa-CBG/CBR reporter, luminescence ratio, 4 h | Potency, µM (doses to about 46.1 µM), for the others: at the top dose ratio change, negative = lower green/red ratio, actives largely listed as inhibitors | 340,000 compounds, 0.05% hits; active = well fitted inhibition curve with a large enough effect in the signal ratio, with a control signal flat, not every such curve was filed as active; inconclusive = small, poorly fitted or top-dose-only effect, or effect the other way, or a change in a side signal; the % refers to the signal ratio;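 also: potency is read from the fitted curve at half-maximal effect; plate controls were basal doxycycline-induced cells for no effect and cells given 10 µM MG132 for full effect; MG132 reads +100%, hits lower the ratio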
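Doxycycline induced both beetle luciferases in TMD8 lymphoma cells; IKK-driven degradation limits the IkappaBalpha-fused green signal, while red luminescence normalises for cell number and nonspecific effects. Compounds tested up to 46 uM, 4 hrs.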
KCNH2 WT inh: KCNH2 (human, wildtype) channel inhibition; Q12809; U2OS, BacMam KCNH2, thallium flux FluxOr; hits give low values; activity change, % at 1.84 µM; 340,000 compounds, 0.37% hits;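 active = maximum activity change below -70%; inconclusive = maximum activity change between -70% and -50%; inactive = maximum activity change above -50%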; also: % is scaled to controls: 0 for no effect and ±100 for the full control effect
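U2OS cells transduced with wild-type KCNH2 virus are loaded with FluxOr dye for 45 min, and thallium flux is measured in kinetic reads before and after stimulation buffer. Rate constants are normalized to DMSO controls.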
* marks the source's active call; other numbers are inactive results; u = inconclusive; x = not tested or not shown; & = joins results of further samples; [ ] = remark or other dose. Unless noted, calls follow the shape of the dose curve; as a rule, active = well fitted curve in the direction sought with a large enough effect; inconclusive = small, poorly fitted or top-dose-only effect, or another doubt; inactive = no such curve, though single readings can be large; an effect the other way counts as inactive or inconclusive.

SMILES	KCNH2 WT inh	MLL CXXC-DNA inh	Giardia kill	FBPA coupling cs	TCR activator	Tb PFK block	GALK inh	A-T KAP1 phos	TSHR antag	Chronic BCR inh
CC(C)Cc1nnc(NC(=O)c2ccc(N3CCCC3=O)cc2)s1	-1.4	x	20.6	x	0.8%	6.1%	x	11.3%	6.0	-6.8%
COc1cc(OC)c(OC)cc1CN1CCCC(C(=O)N2CCCCC2)C1 (stereo not drawn)	-9.4	-1.6%	-2.2	-4.4	5.0%	-2.1%	-0.2%	-4.5%	1.9	-2.9%
COc1cc(CNC(=O)CCC(=O)N2C[C@H]3C[C@H](C2)c2cccc(=O)n2C3)cc(OC)c1OC	15.2	1.1%	1.9	1.0	-2.4%	1.7%	x	8.7%	5.5	0.0%
COC1=CC(=O)c2ccccc2C1=O	-0.8	x	-16.3	x	-0.1%	0.0%	x	-1.3%	35.0	u
O=C(COC(=O)c1ccc(Br)o1)Nc1ccc2[nH]c(=O)[nH]c2c1	18.9	x	8.8	x	0.6%	-29.9%	x	6.5%	-23.1	1.4%
COc1cccc(OC)c1C(=O)Nc1nc2cc3c(cc2s1)OCO3	17.3	5.7%	0.0	2.7	1.9%	0.0%	-1.0%	47.1%	-7.7	3.5%
COc1ccc(-c2c(C#N)c(C)nc3c2C(=O)c2ccccc2-3)cc1	-1.9	9.6%	-9.5	0.5	-14.9%	-2.0%	-0.4%	11.6%	37.4	-0.5%
COc1ccc(-c2csc(NC(=S)NC(=O)c3cccs3)n2)cc1OC	-16.6	-11.1%	-23.0	2.8	-15.7%	-2.6%	9.1%	7.9%	-17.6	-12.5%

Other compounds.
SMILES	KCNH2 WT inh	MLL CXXC-DNA inh	Giardia kill	FBPA coupling cs	TCR activator	Tb PFK block	GALK inh	A-T KAP1 phos	TSHR antag	Chronic BCR inh
CCn1c(SCC(=O)N2CCCc3ccccc32)nnc1-c1ccoc1C	-10.6	2.5%	14.5	-2.0	4.9%[46.1 µM]	0.3%	-1.7%	1.6%	7.9	3.7%
CC1=NN(c2ccccc2)C(=O)/C1=C/c1ccc(Cl)cc1	-0.9	u	2.8	-0.1	-6.0%	11.3%	-1.7%	12.9%	-9.1	8.5%
COc1ccc(NC(=O)CN(C)C(=O)CCc2ccccc2)cc1	-6.6	39.9%[activator]	-10.2	0.4	5.2%	2.0%	0.6%	-2.2%	-5.2	2.1%
Cc1ccc(OCCN2C(=O)OC(C)(C)C2(C)O)cc1 (stereo not drawn)	-0.2	-1.6%	-8.3	2.8	-6.4%	1.2%	-1.9%	-2.3%	-5.3	-2.5%
O=C(O)Cc1ccc(C(=O)c2ccccc2F)s1	-3.2	9.8%	-0.9	12.3	-4.6%	-4.3%	0.4%	-5.0%	3.8	3.4%
O=C(Nc1ccc(NC(=O)c2cccs2)cc1Cl)c1ccco1	-16.9	5.6%	5.7	-0.7	-2.2%	-3.8%	-0.6%	3.5%	12.2	u
O=C(Nc1ccccc1C(=O)O)c1cccc(NC(=O)c2ccccc2Cl)c1	1.2	-28.3%	-15.3	8.6	-4.0%	5.2%	-2.6%	-9.3%	-15.7	-4.3%
O=C(CSc1nnc(COc2cccc3ccccc23)o1)N1CCN(C(=O)c2ccco2)CC1	21.2	2.4%	26.3	1.7	-1.1%[46.1 µM]	-1.6%	-1.3%	3.7%	10.7	-1.5%

(listing goes on)
SMILES	KCNH2 WT inh	MLL CXXC-DNA inh	Giardia kill	FBPA coupling cs	TCR activator	Tb PFK block	GALK inh	A-T KAP1 phos	TSHR antag	Chronic BCR inh
Cc1ccc(S(=O)(=O)N(C)c2c(C)ccc(S(=O)(=O)N3CCN(C=O)CC3)c2C)cc1	12.7	3.3%	12.8	-1.0	-10.0%[46.1 µM]	-4.9%	x	0.7%	14.3	4.4%
COC(=O)Nc1ccc2c(c1)N(C(=O)CCN1CCN3CCCC3C1)c1ccccc1CC2 (stereo not drawn)	-9.0&-5.9	4.9%&-1.3%	-19.1&-0.7	1.4&-3.1	-7.6%&0.0%	10.3%&-3.4%	-3.2%&5.3%	u	3.2&40.6	u
O=[N+]([O-])c1ccc(N2CCCCC2)c(Cl)c1N1CCCCC1	-25.6	-14.5%	-6.8	1.9	-5.5%	-3.9%	-2.7%	4.5%	1.3	4.4%
Cc1ccc(C(=O)O)cc1-c1ccc(/C=C2/NC(=O)N(c3ccccc3)C2=O)o1	-4.5	-26.8%	15.0	-18.3	-1.6%	-10.5%	-0.7%	-2.4%	-16.5	u
CC(=O)Nc1c(O)nc(SCC(=O)N2CCN(c3ccc(F)cc3)CC2)[nH]c1=O	-3.8	-2.9%	-20.9	3.1	5.6%	x	1.8%	x	x	x
O=C(NCc1ccc(F)cc1)Nc1cccc(Cl)c1	-9.0	-5.7%	-16.4	-0.2	-3.5%	-9.2%	10.9%	3.1%	4.0	u
Cc1ccc(CNC(=O)C2CCN(S(=O)(=O)N3CC(C)CC(C)C3)CC2)cc1 (stereo not drawn)	1.9	0.1%	6.3	x	5.4%	-2.9%	5.5%	4.4%	6.6	-8.8%
S=C(N/N=C/c1cccc2ccccc12)Nc1cccc(Cl)c1	-1.5	1.2%	4.8	-1.1	2.9%	-4.0%	0.4%	-5.3%	-8.5	7.0%

(listing goes on)
SMILES	KCNH2 WT inh	MLL CXXC-DNA inh	Giardia kill	FBPA coupling cs	TCR activator	Tb PFK block	GALK inh	A-T KAP1 phos	TSHR antag	Chronic BCR inh
Cc1cc(NC(=O)C(C)SCC(=O)OCc2c(Cl)cccc2Cl)no1 (stereo not drawn)	0.8	-7.8%	-14.0	1.3	-2.2%	-4.2%	-5.5%	-1.1%	-12.3	13.2%
Cc1ccc(N2CC(C(=O)NCc3nnnn3-c3ccc(C)c(C)c3)CC2=O)cc1 (stereo not drawn)	0.0	-4.4%	-17.5	-1.0	5.4%	0.9%	0.1%	-5.6%	4.1	-0.1%
CCS(=O)(=O)N1CCC(C(=O)c2ccc(Cl)cc2)CC1	-9.9	0.3%	-7.8	4.5	0.9%[46.1 µM]	-3.7%	-2.5%	0.4%	-2.0	0.3%
CCCCNC(=O)N(O)C1N(/N=C/c2ccc(N(C)C)cc2)C(=S)SC1(C)C (stereo not drawn)	12.9	-1.9%	16.1	1.1	-0.5%	1.1%	1.7%	-9.1%	1.2	-3.8%
Cc1cccc(NC(=O)Cn2nnc3ccccc32)c1	7.7	-1.0%	32.1[activator]	4.9	-2.1%	0.9%	-1.1%	-1.7%	4.5	u
COC(=O)c1cccc(NC(=O)CN(c2ccc3c(c2)OCO3)S(C)(=O)=O)c1C	-16.7	-0.4%	-3.1	2.5	4.8%	-1.1%	-1.1%	-4.4%	19.8	-0.7%
FCCCOc1ccc(-c2nccc(-c3ccc(Br)cc3)n2)cc1	3.6	-6.6%	-8.2	1.8	-6.4%	0.6%	-0.2%	-6.2%	52.6	-2.0%
Cc1nc2ccccc2cc1C(=O)NCc1ccc(F)cc1	11.3	16.1%	14.9	0.2	-0.5%	-0.3%	0.4%	2.8%	-4.9	u

Continued.
SMILES	KCNH2 WT inh	MLL CXXC-DNA inh	Giardia kill	FBPA coupling cs	TCR activator	Tb PFK block	GALK inh	A-T KAP1 phos	TSHR antag	Chronic BCR inh
CCCCCCC(NC(=O)Cc1ccc2ccccc2c1)C(=O)O (stereo not drawn)	-7.3	x	3.0	x	1.1%[46.1 µM]	-0.9%	x	16.3%	17.8	-0.6%
Cc1cc(C)cc(-n2nnnc2SCC(=O)Nc2cccc(NC(=O)c3ccco3)c2)c1	-1.7	-6.0%	20.1	0.5	-2.9%	5.6%	-0.7%	2.1%	0.6	u
Cn1cnc(C(F)(F)F)c1-c1ccc([N+](=O)[O-])cc1	2.7	6.8%	1.3	-0.7	-0.5%[46.1 µM]	-9.6%	-1.4%	8.5%	-4.4	0.0%
COc1cc(NC(=O)COC(=O)c2nc3nc(C)cc(C)n3n2)cc(OC)c1	-4.1	4.6%	-9.9	4.9	-0.7%	-2.2%	x	-5.4%	0.2	-7.5%
CN(CC(=O)Nc1ccc(F)c(F)c1)S(=O)(=O)c1cccs1	-4.6	-4.8%	-12.9	-2.7	10.0%	-3.7%	0.5%	0.3%	1.6	u
COc1cc(/C=N/NC(=O)CCn2nc(C)cc2C)ccc1O	21.7	-10.2%	-24.1	0.5	-0.6%	2.5%	-3.1%	0.0%	-4.0	1.0%
COc1cccc(-c2nnc(SCc3cccnc3)o2)c1	11.1	-9.6%	0.0	3.0	-1.6%	-4.7%	0.8%	13.6%	10.8	u
Nc1ccc(N=Nc2ccccc2)c2ccccc12	15.7	17.5%	-10.6	-5.1	-3.1%	9.8%	-5.6%	5.2%	12.6	u
Cc1ccc(S(=O)(=O)N2[C@@H](c3ccccc3)C(C(=O)O)=CC[C@H]2c2cccc(C)c2)cc1	-5.1	x	u	x	-1.8%	-10.5%	x	10.6%	4.6	0.7%

High-throughput results from PubChem BioAssay.
